AI-2 QS mod: modulates the Vibrio harveyi AI-2 quorum sensing system; Vibrio harveyi JMH597 AI-2 luminescence/OD600 ratio, 9 h; active compounds read low; strain lacks LuxN and CqsS sensors; 0 = neutral-control median; activity change, % at 7.5 µM; 300,000 tested, 0.4% active; AID 2094; in the data active = activity change below about -75%, passing the limit was not always enough; inconclusive = no clear call, values can overlap the other calls;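 note: luminescence divided by OD600 gain over 9 h not by final OD600 alone; inactives centre near 13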
HSF1 inhib: HSF1 inhibition; NIH3T3-HGL HSE-luciferase, MG132-induced, luminescence 8 h; active compounds read low; activity change, negative = inhibition, % at 7.5 µM (by protocol); 300,000 tested, 0.77% active;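 active = more than half of replicate wells show activity change below -50%, luminescence cut by over half; inconclusive = some wells, but at most half, below -50%; inactive = no replicate well below -50%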;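 note: luciferase reports HSF-1 transcriptional activity via heat shock element; 0% = median of DMSO wells and -100% = zero luminescence signal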
aSyn 5UTR inh: MLPCN primary screen, SNCA 5' untranslated region; alpha-synuclein 5'UTR reporter, inhibitor activity; 300,000 tested, 0.82% active; inhibition, % (tested at 7.5 µM); AID 1813; in the data active = inhibition above about 60%; inconclusive = no clear call, values can overlap the other calls;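 note: H4 neuroglioblastoma cells stably carrying SNCA 5'UTR luciferase fusion; 0% = DMSO wells and 100% = positive control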
HSF1 activator: increases HSF-1 driven luciferase reporter signal; 300,000 tested, 1.7% active; NIH3T3-HGL HSF-1 luciferase reporter, MG132, 8 h; 100% = twice DMSO control signal; activation, % at 9 µM;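 active = mean replicate activation of at least 50% with a set share of replicates each reaching 50%; inconclusive = only one of those two conditions met; inactive = mean below 50% and too few replicates reaching it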;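 note: 0% = median of the neutral control wells and 100% = twice that signal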
HSP90 inh: blocks HSP90-mediated luciferase refolding in reticulocyte lysate | Rabbit reticulocyte lysate, luciferase refolding luminescence, 3 h | inhibition, % at 5.6 µM | 290,000 tested, 0.91% active | AID 1789;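 active = inhibition above the screen-wide mean plus 3 SD, computed separately per campaign, cut at about 16% in these data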;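 note: 0% = DMSO wells and 100% = 60 µM geldanamycin wells; inhibitors lower the luminescence because luciferase stays unfolded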
HDAC3 inh: human HDAC3 inhibition. O15379. recombinant HDAC3, fluorogenic peptide/trypsin coupled, fluorescence. inhibition, % at 8.3 µM. 320,000 tested, 0.15% active; in the data active = inhibition above about 26%, passing the limit was not always enough; inconclusive = no clear call, values can overlap the other calls
Target sequence (O15379 whole entry, looked up): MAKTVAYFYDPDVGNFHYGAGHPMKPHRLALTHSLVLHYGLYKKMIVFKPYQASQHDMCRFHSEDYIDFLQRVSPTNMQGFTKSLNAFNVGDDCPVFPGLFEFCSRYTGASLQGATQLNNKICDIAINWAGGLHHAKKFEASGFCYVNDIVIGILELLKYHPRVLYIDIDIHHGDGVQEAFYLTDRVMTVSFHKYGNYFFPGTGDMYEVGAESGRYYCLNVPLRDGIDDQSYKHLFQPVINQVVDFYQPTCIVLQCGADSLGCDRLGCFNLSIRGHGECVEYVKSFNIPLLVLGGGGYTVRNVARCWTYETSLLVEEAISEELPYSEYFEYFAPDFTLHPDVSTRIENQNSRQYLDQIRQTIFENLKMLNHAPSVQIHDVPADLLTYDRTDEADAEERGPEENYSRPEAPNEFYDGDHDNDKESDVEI
HIF activator: HIF pathway transcriptional activation | U2OS HRE-luciferase reporter, luminescence; normalized: DMSO 0%, desferrioxamine 100% | AID 1910 | activation, % at 7.5 µM (by protocol) | 300,000 tested, 0.32% active;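 active = mean activation of at least 10% of the iron chelator positive control signal, with at least half of replicates also reaching 10%; inconclusive = mean and replicate majority disagree about reaching 10%; inactive = mean and most replicates under 10%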
KLF5 inh: inhibitors of KLF5 expression; inhibition, % at 5 µM; 290,000 tested, 0.23% active; DLD-1 KLF5 promoter-luciferase reporter, luminescence;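 active = inhibition above a per-plate limit of that plate's mean compound inhibition plus 3 SD, cut at about 60% in these data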;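 note: 0% = DMSO wells and 100% = LY294002 at 200 µM; higher means less KLF5 promoter-driven luciferase light; inactives centre near -14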
Platelet DG rel: platelet dense granule release activity; 300,000 tested, 0.22% active; human platelet-rich plasma, SFLLRN dense granule ATP release, luminescence; inhibition, %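 (compounds screened at 7.5 µM in platelet-rich plasma)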;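 active = mean replicate score, as percent of positive control, at or above 50; inconclusive = mean below 50 but at least one replicate at or above 50; inactive = mean and every replicate below 50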
IEC-6 tox: counter-screen for KLF5 inhibitors: cytotoxicity in IEC-6 cells; inhibition, % at 5 µM; 290,000 tested, 0.78% active; IEC-6 cytotoxicity, luminescence viability; AID 1825; in the data active = inhibition above about 22%;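 note: 0% = plate median of test compound wells and 100% = cytotoxic reference compound wells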
Numbers without * were called inactive; ? = inconclusive; / = no result given. Rows were taken by chance (roughly 5% active in at least one column).

SMILES	AI-2 QS mod	HSF1 inhib	aSyn 5UTR inh	HSF1 activator	HSP90 inh	HDAC3 inh	HIF activator	KLF5 inh	Platelet DG rel	IEC-6 tox
N#CC1(c2nc3ccccc3[nH]2)CC1c1ccc2c(c1)OCO2 (stereo not drawn)	3.5	-13.1	-4.7	-12.0	-0.3	-4.3	0.0	-9.5	1.2	-5.2
FC(F)(F)c1cc(-c2cccs2)nc(-n2cc(Cl)cn2)n1	34.5	-3.4	-13.9	-5.3	6.3	-3.4	-0.5	-7.8	1.3	4.1
CCOC(=O)C(Oc1ccc2c(-c3ccc(OC)cc3)cc(=O)oc2c1C)c1ccccc1 (stereo not drawn)	33.0	-2.6	18.3	12.0	0.3	-0.9	-0.5	-6.8	0.4	1.8
CC1=NN(c2ccc(C)cc2C)C(=O)C1C(c1ccccc1)C1C(=O)N(c2ccc(C)cc2C)N=C1C (stereo not drawn)	13.0	47.8	-7.9	63.9*	8.1	-1.4	-0.2	-11.3	4.2	3.8
O=C(CS(=O)(=O)Cc1ccccc1)N1CCc2ccccc2C1	11.2	1.0	-54.0	13.7	1.2	/	0.5	-49.3	0.6	5.0
O=C(COc1coc(CN2CCN(c3ccccc3)CC2)cc1=O)Nc1ccccc1	-2.3	2.9	10.9	3.2	/	/	-0.1	/	-9.9	/
COc1ccc(COC(=O)NC(C(=O)O)c2ccccc2)cc1 (stereo not drawn)	10.0	-3.9	30.1	5.0	/	6.8	-0.5	/	2.2	/
COCCCNC(=S)Nc1ccc(CC(=O)O)cc1	21.1	-9.0	20.9	-3.4	0.3	-3.6	-1.7	-29.7	15.8	-4.6
O=C(O)C1CCCCC1C(=O)N1CCN(S(=O)(=O)c2ccc(F)cc2)CC1 (stereo not drawn)	32.0	-2.0	-5.3	12.0	1.5	7.8	-0.8	-2.7	-13.1	-1.3
COc1ccc(CC(=O)NC2CCCCCC2)c(OC)c1	9.7	4.9	-5.3	2.5	1.8	-4.2	-0.6	-10.4	-9.3	-2.0
NC(=O)CSc1cn(Cc2cccc(F)c2)c2ccccc12	-7.3	-2.4	39.0	15.7	3.0	-0.2	-0.3	-5.2	-3.5	5.9
CCC1(CC)NC(=O)N(CC(=O)OCC(=O)NC(=O)c2ccccc2OC)C1=O	31.5	-5.7	4.6	-20.4	/	-7.0	0.1	/	5.4	/
CCn1cc(C(=O)NCc2cccnc2)c2cc(OC)c(OC)cc2c1=O	6.0	-9.2	-1.2	-14.6	0.2	0.4	0.8	3.6	-7.1	1.1
Cc1ccc(NC(=O)COC(=O)CCC(=O)c2cccs2)cc1S(=O)(=O)N1CCOCC1	5.2	2.2	-18.8	3.7	13.2	-3.8	-0.1	-16.6	-1.3	-1.6
CCn1nnc(NC(=O)C(c2ccccc2)c2ccccc2)n1	15.5	-5.9	-24.5	-3.6	-3.6	3.5	0.1	-26.6	-3.4	-7.6
CC(C)C(C)NC(=O)COc1ncnc2sccc12 (stereo not drawn)	8.3	-2.6	-0.8	0.1	1.9	7.3	0.4	-17.2	14.5	-2.2
NNC(=O)c1sccc1OCc1cccc(C(F)(F)F)c1	7.8	12.2	17.9	20.6	2.2	-2.1	0.0	-23.3	-4.2	-0.7
COc1cccc(C2c3c(-c4ccccc4O)n[nH]c3C(=O)N2Cc2ccco2)c1 (stereo not drawn)	2.4	4.8	17.1	5.2	3.8	-3.1	-0.8	-4.8	-0.4	11.6
O=C(N/N=C\c1ccccn1)c1ccccc1O	?	0.6	-11.9	20.0	6.1	7.4	4.5	-56.6	1.7	3.7
COc1ccccc1CO/N=C/c1cccn1-c1nccc(N(C)C)c1C#N	7.0	3.0	-12.9	2.8	-1.4	1.0	0.0	-9.5	5.1	0.7
O=C(CCCCCNC(=O)N1CCn2c1nc1ccccc12)N[C@H](Cc1ccccc1)C(=O)O	-7.0	-8.0	5.2	7.9	3.0	6.1	-0.6	-14.2	2.2	-0.5
COc1ccc(-n2c(N)c(C(=O)NCC3CCCO3)c3nc4ccccc4nc32)c(OC)c1 (stereo not drawn)	20.8	0.5	24.2	7.5	3.0	-1.0	-1.8	13.0	-8.6	0.4
O=C(O)c1cc(N2C(=O)C3CCCCC3C2=O)ccc1NCc1cccnc1 (stereo not drawn)	3.4	-2.0	-24.3	4.8	-2.8	-1.7	0.0	-9.7	1.2	-2.5
Nc1sc(-c2ccccc2)cc1C(=O)N/N=C/c1ccc(Cl)cc1	33.2	-3.5	-57.2	1.7	2.4	5.4	0.8	-41.8	-6.4	-2.2
Clc1ccc(N=c2ssnc2Cl)nc1	23.5	139.0	-22.4	130.1*	4.5	14.1	-0.4	-18.0	4.8	-0.4
COc1ccc(CC(=O)Nc2ccc(S(=O)(=O)NCC3CCCO3)cc2)cc1 (stereo not drawn)	-92.7*	-7.6	-7.1	7.3	0.6	2.7	0.0	-36.6	-1.5	2.1
O=C(NCc1ccco1)c1nc2nc(-c3cccs3)cc(C(F)(F)F)n2n1	43.1	-5.1	-9.4	-11.2	3.2	-80.7	0.4	-42.9	0.5	2.1
COC(=O)Cc1c(O)ccn(Cc2cccc3ccccc23)c1=O	12.5	-0.5	26.6	-0.3	1.4	-2.1	0.1	-30.7	11.5	-6.9
CCc1ccc(N2CC(C(=O)NNC(=O)c3ccc(F)cc3)CC2=O)cc1 (stereo not drawn)	9.2	6.1	5.7	-6.3	/	-6.9	-13.5	/	-3.5	/
COc1ccccc1NS(=O)(=O)c1cccc(C(=O)N2CC(C)OC(C)C2)c1 (stereo not drawn)	4.9	-4.3	1.3	-0.1	/	-2.5	0.9	/	/	/
CC(C)CN(Cc1cc(=O)oc2cc(-c3ccccc3)c(O)cc12)CC(C)C	21.0	16.7	46.9	25.7	-0.9	-0.8	-0.6	1.2	4.2	-10.3
O=C(NCCc1ccccc1)c1ccc([N+](=O)[O-])cc1	39.8	4.8	16.2	30.0	23.4*	-1.6	-3.4	-97.8	1.6	3.2
Cc1ccc(Nc2nnc(-c3ccccc3N)o2)cc1C	1.4	8.9	-134.9	33.0	-10.0	-15.5	12.8*	-166.1	-5.2	6.0
COc1ccc(C(=O)Nc2cccc3cccnc23)cc1OC	12.2	56.6	-71.6	68.2*	-2.4	1.6	2.1	-11.7	-5.9	-2.4
N#Cc1nc(-c2ccco2)oc1N1CCN(Cc2ccccc2)CC1	24.7	-79.9*	4.4	-85.2	-1.1	-3.1	0.1	-38.7	4.3	-0.3
COc1ccc(S(=O)(=O)Nc2ccc(F)c(F)c2)cc1C(=O)N1CCOCC1	12.5	0.0	8.5	14.6	-1.4	1.7	0.7	-26.7	-6.9	-1.7
CCc1ccccc1OCC(=O)Nc1ccc(S(N)(=O)=O)cc1	0.6	-2.2	-14.0	-6.6	-1.9	3.4	-0.8	-5.7	-12.8	2.1
CCOc1ccccc1-c1cc(C(=O)N/N=C/c2ccc(O)c(OC)c2)c2ccccc2n1	31.8	3.8	21.2	11.3	1.4	-0.7	0.4	-5.0	16.5	6.7
CCCCOC(=O)CCN1C(=O)/C(=C2\SC(=S)N(CCC(=O)OCCCC)C2=O)SC1=S	10.5	-1.3	2.8	-3.0	-2.6	0.0	-0.1	-10.6	-1.8	5.3
O=C1CCNc2ccc(-c3ccccc3)cc21	29.8	-1.1	-42.3	-0.5	-1.9	-4.9	-0.1	-0.5	-7.8	0.6
COc1cccc(-c2noc(-c3ccc4c(c3)OCO4)n2)c1	14.6	4.1	-0.8	26.3	-4.2	-8.8	-4.3	-8.8	38.9	0.5
Cn1nnnc1SCC(=O)c1cccs1	-4.9	1.3	0.2	10.8	1.9	2.3	0.4	8.7	11.5	2.0
Cc1cnc(C)c(N2CCC(C(=O)NCc3cccs3)CC2)n1	28.9	-1.5	9.7	5.2	-1.5	1.5	-0.9	-19.7	2.7	-1.6
Cc1cc2ccccn2c1C(=O)c1ccc(Cl)c([N+](=O)[O-])c1	0.2	13.2	-10.8	25.9	4.2	3.1	-1.4	14.1	-3.1	-3.3
O=C(Nc1ncc2c(n1)-c1ccccc1OC2)c1ccc(F)cc1	10.6	1.0	-1.0	-10.0	-0.6	-0.7	0.3	-1.4	-9.3	-3.4
CCCCn1c(/C=C/c2ccco2)nc2ccccc21	16.0	6.4	-18.2	6.9	2.8	-0.7	-0.6	-20.3	8.1	-3.0
Cc1cccc(N2CCN(S(=O)(=O)c3c(C)[nH]c(C)c3C(=O)N3CCCC3)CC2)c1C	14.1	0.6	-18.4	9.4	2.0	2.4	0.3	-16.2	-11.4	-7.2
COC(=O)c1ccccc1NC(=O)N1CCN(S(C)(=O)=O)CC1	10.4	-1.2	5.8	5.1	2.5	-5.3	-0.2	-2.3	-4.7	-2.4
O=C(c1cc2c(s1)CCCC2)N1CCN(C(=O)C2CCCO2)CC1 (stereo not drawn)	13.6	2.6	3.3	7.3	-0.9	-0.1	0.0	-42.0	10.5	-0.8
CCOc1ccc(-c2noc(CCCC(N)=O)n2)cc1OC	7.8	4.4	-12.2	-12.2	-2.9	-0.2	-0.4	-11.4	12.5	-0.1
O=C(Nc1cccnc1)c1ccc(CN2CCc3ccccc3C2)cc1	16.6	0.7	-67.6	5.9	2.4	-3.2	0.5	-4.2	9.0	3.0
Cc1ccccc1CN1CCN(S(=O)(=O)c2ccc(Cl)s2)CC1	-3.1	4.2	-14.9	-7.3	-0.4	-2.4	-0.4	0.9	-3.6	-7.4
O=C(O)COCC(=O)NCc1nc(-c2ccc(C(F)(F)F)cc2)no1	-1.1	-12.1	-2.5	10.2	1.2	2.7	-0.5	-14.3	15.5	-1.9
O=C(c1cccnc1)N1CCN(S(=O)(=O)c2ccc(S(=O)(=O)N3CCCC3)cc2)CC1	2.9	-5.8	-0.2	11.2	-0.9	2.9	-0.6	7.0	-1.7	-5.3
COc1ccccc1/C=C\C(=O)NCC(=O)N/N=C/c1cccc(OC)c1O	33.4	6.9	28.2	14.4	-2.3	13.1	-0.3	27.6	8.2	-7.0
CCc1ccc(S(=O)(=O)Nc2ccc(N3CCN(C)CC3)cc2)cc1	0.2	-2.4	-31.2	-12.3	-1.9	2.5	0.3	-9.6	-5.4	3.4
COc1ccc(-c2noc(CCCC(=O)NCCc3ccccc3)n2)cc1OC	2.4	2.3	29.4	13.0	3.1	2.9	-1.0	-3.4	-5.3	7.6
O=C(O)CSCCn1cccn1	7.3	-39.8	1.4	-52.3	-0.7	-3.3	1.0	-27.4	6.6	-3.9
NCc1cccc(-n2cccn2)c1	12.7	-6.5	-5.5	-3.4	3.3	0.9	-0.2	0.7	-2.9	-1.7
